phage Ecoli inh – E. coli growth loss with phage present; inhibition, % at 11.9 µM; growth absorbance; 0.26% of 360,000 active; in the data active means inhibition above about 11%
Wnt bcat act – Wnt/beta-catenin pathway activation | AID 743398 | Wnt/beta-catenin reporter cell assay, activator, plate reader | 1.2% of 300,000 active | activation, % at 9.35 µM; in the data active means activation above about 30%, passing the limit was not always enough; inconclusive means no clear call, values can overlap the other calls;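 further: 0% = neutral control wells and 100% = positive control wells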
An asterisk follows results filed as active; ? = inconclusive. These rows are one share of the data, so the mix of outcomes need not match the whole.

Wnt bcat act | phage Ecoli inh | molecule
-7 | 0.1 | COC(=O)[C@@]1(Cc2ccc(OC)cc2)[C@H]2c3cc(C(=O)N4CCCC4)n(Cc4ccc(C)o4)c3C[C@H]2CN1C(=O)c1ccccc1
0 | 0.5 | CC(O)(c1ccc(F)c(F)c1)c1nc(-c2ccc3ccccc3c2)cs1 (stereo unspecified)
0 | 3.9 | CC(=O)NC(c1cccc(F)c1)c1nc(-c2cnn(C)c2)cs1 (stereo unspecified)
-1 | 1.9 | CC(C)(C)S(=O)N1C[C@@H]2CC(=O)C(c3ccccc3)=C2[C@H]1CCO (stereo partly specified)
-3 | 3.8 | COc1ccc(C(C(=O)Nc2c(C)cccc2C)n2c(=O)c(-c3ccccc3)nc3ccccc32)cc1 (stereo unspecified)
-1 | 0.5 | CC(C)c1ccc(CN2CCC(C)(Oc3ccc(Cl)cc3)C2)cc1 (stereo unspecified)
2 | -0.9 | O=C(Cc1cn(Cc2ccccc2)c2ccccc12)Nc1ccc(Oc2cccnc2)cc1
-1 | -8.0 | O=C(NCc1ccccc1)c1cc(C2COCCN2C(=O)c2ccccc2)on1 (stereo unspecified)
-1 | 1.3 | C[C@@H](c1ccccc1)N1C[C@H](COCc2ccccc2)Oc2cc(N3CC[C@H](O)C3)ccc2S1(=O)=O
-1 | 0.7 | CCOC(=O)N1CCN(C(=O)C[C@@H]2C[C@@]3(C(=O)OC)CCCCC=C3N(Cc3ccccc3)C2=O)CC1
0 | 1.6 | C=CCNc1nc2cc(-c3cccc(NC(C)=O)c3)sc2c(=O)n1C
13 | 2.4 | COc1ccc(-c2noc(-c3csc([C@@H]4C[C@H](O)[C@@H](CO)O4)n3)n2)cc1OC
0 | 1.6 | COc1ccc(CNC(=O)C2(C)Cc3c(-c4cccc(C(N)=O)c4)ccnc3O2)cc1OC (stereo unspecified)
-3 | -0.4 | OC(c1cccc(Cl)c1)c1nc(-c2ccc(F)c(Cl)c2)cs1 (stereo unspecified)
13 | 0.8 | CCN(CC)c1ccc(N=C2C=CC(=O)C=C2NC(C)=O)cc1
-1 | 1.8 | CCCS(=O)(=O)NC(=O)C1(C)CCN(C(=O)c2cc(OC)c(OC)c(OC)c2)C1 (stereo unspecified)
-2 | 0.2 | O=C1NC[C@H](Cc2ccccc2)N(CCc2cc(C(F)(F)F)cc(C(F)(F)F)c2)C1=O
-4 | 3.0 | CCOC(=O)N1CCN(C(=O)C[C@@H]2C[C@@]3(C(=O)OC)CCCCC=C3N(Cc3ccc4c(c3)OCO4)C2=O)CC1
0 | 3.4 | c1ccc(CNn2nnc3ccccc32)cc1
-3 | 1.0 | CCCCC(=O)N(C)c1c(C)nc2ccc(C(=O)NCCOc3ccc(OC)cc3)cn12

Retrieved by compound from above:
Wnt bcat act | phage Ecoli inh | molecule
2 | -0.9 | O=C(Cc1cn(Cc2ccccc2)c2ccccc12)Nc1ccc(Oc2cccnc2)cc1
13 | 0.8 | CCN(CC)c1ccc(N=C2C=CC(=O)C=C2NC(C)=O)cc1

The listing picks up; the two compounds before the break are reprinted first.
Wnt bcat act | phage Ecoli inh | molecule
0 | 3.4 | c1ccc(CNn2nnc3ccccc32)cc1
-3 | 1.0 | CCCCC(=O)N(C)c1c(C)nc2ccc(C(=O)NCCOc3ccc(OC)cc3)cn12
-1 | 1.6 | CCOC(=O)Cc1ccc(Nc2nc(NCc3ccccc3)nc3ccsc23)cc1
-2 | 4.2 | O=C(NCc1ccccc1F)Nc1nnc([C@@H]2C[C@H](O)[C@@H](CO)O2)s1
-2 | -0.3 | O=C1c2ccccc2C(c2nnnn2-c2ccc3c(c2)OCCO3)N1CCc1c[nH]c2ccccc12 (stereo unspecified)
0 | 1.7 | CCCCN1CC(N2CCCC2)CS1(=O)=O (stereo unspecified)
-3 | 3.0 | Cc1ccccc1S(=O)(=O)NC(=O)C1(C)CCN1C(=O)c1c(C)noc1C (stereo unspecified)
-13 | 1.7 | COC(=O)[C@]12CCCCC=C1N(CCc1ccc(OC)c(OC)c1)C(=O)[C@H](CC(=O)NCCc1ccccc1OC)C2
-3 | 3.1 | Cc1cc(C)cc(CC(=O)N2CCC2(C)C(=O)NS(=O)(=O)c2ccc(Br)cc2)c1 (stereo unspecified)
-3 | 0.1 | Cc1nc2ccc(C(=O)NCCCn3ccnc3)cn2c1N(C)C(=O)CCc1ccccc1
3 | 2.7 | COC(=O)Cc1nnn2c1[C@H](C)[C@@H](OC)c1cc(Br)ccc1-2
-2 | 3.0 | O=S1(=O)N[C@H](Cc2ccccc2)COc2cc(Br)ccc21
0 | 0.2 | COc1ccc(C(O)c2nc(-c3cccc(F)c3)cs2)cc1 (stereo unspecified)
2 | -0.2 | CC(=O)Nc1cc(-c2ccc(C(=O)N3CCOCC3)cc2)cn2c(-c3ccccc3)cnc12
-2 | -0.2 | Cn1cc(Cc2ccc(C(=O)N3CCCCC3)cn2)c2ccccc21
1 | 1.9 | COc1cc(CNC(=O)Nc2cccn3nc(COCCO)nc23)cc(OC)c1OC
-2 | 2.5 | COc1ccc(-c2csc(Nc3ccc(Oc4ccccc4)cc3)n2)cc1
-1 | 0.0 | CC(=O)Nc1cccc(-c2ccnc3c2CC(C)(C(=O)NCc2ccc(F)c(F)c2)O3)c1 (stereo unspecified)
-2 | 1.9 | Cc1cc(N=O)c(C)cc1O
-1 | 1.1 | CCCS(=O)(=O)NC(=O)C1(C)CCCN(C(=O)c2ccnc(Cl)c2)C1 (stereo unspecified)
0 | 2.3 | COc1ccc(CNC(=O)c2cn(Cc3ccccc3F)c(=O)s2)cc1
-2 | 4.1 | CCOC(=O)C1(C)CCCCCN1C(=O)c1ccc(SC(F)(F)F)cc1 (stereo unspecified)

Four successive entries already listed:
Wnt bcat act | phage Ecoli inh | molecule
-2 | 4.2 | O=C(NCc1ccccc1F)Nc1nnc([C@@H]2C[C@H](O)[C@@H](CO)O2)s1
-2 | -0.3 | O=C1c2ccccc2C(c2nnnn2-c2ccc3c(c2)OCCO3)N1CCc1c[nH]c2ccccc12 (stereo unspecified)
0 | 1.7 | CCCCN1CC(N2CCCC2)CS1(=O)=O (stereo unspecified)
-3 | 3.0 | Cc1ccccc1S(=O)(=O)NC(=O)C1(C)CCN1C(=O)c1c(C)noc1C (stereo unspecified)

The results go on.
Wnt bcat act | phage Ecoli inh | molecule
-3 | 0.9 | CCOC(=O)C1=CC[C@@H](c2ccccc2)N(S(=O)(=O)c2ccc(C)cc2)[C@H]1C#N
-2 | 1.2 | CCOC(=O)[C@]12CCC=C1N(Cc1ccc(Cl)cc1Cl)C(=O)[C@H](CC(=O)NCCc1ccccc1OC)C2
-1 | 1.9 | O=C(Nc1ccc2c(c1)OCCO2)C(C1CC1)n1c(=O)c(-c2cc3ccccc3[nH]2)nc2ccccc21 (stereo unspecified)
0 | 1.1 | CC1(C(=O)NS(=O)(=O)c2ccc(C#N)cc2)CCN1C(=O)C1(c2ccc(Cl)cc2)CC1 (stereo unspecified)
-3 | 2.5 | CCCS(=O)(=O)NC(=O)C1(C)CCCN(C(=O)c2ccccc2C(F)(F)F)C1 (stereo unspecified)
-2 | 1.6 | Cc1ccc2nc(NC3=NC4(CCCC4)C4=C(CCCC4=O)N3)oc2c1
-3 | 2.5 | COc1ccc(NC(=O)c2cc(-c3cc(Cl)ccc3C)n[nH]2)c(OC)c1
-5 | 2.7 | CC1(Cc2ccccc2C#N)C(=O)Nc2ccc(-c3ccccc3)cc21 (stereo unspecified)
-5 | 2.6 | CCCCCNC(=O)C(CCc1ccccc1)n1c(=O)c(-c2cc3ccccc3[nH]2)nc2ccccc21 (stereo unspecified)
-2 | 1.5 | CC(C)CNC(=O)C1(C)CCCN1C(=O)c1cccnc1 (stereo unspecified)
-2 | -2.2 | CC(C)CC(N)c1csc(Nc2cc(Oc3ccccc3)ncn2)n1 (stereo unspecified)
? | 5.1 | Clc1ccc(Nc2nnc(-c3ccc4c(c3)OCO4)o2)cc1
-3 | 2.1 | COc1ccccc1-c1cnc(C(O)c2cccc(C)c2C)[nH]1 (stereo unspecified)
-1 | -0.3 | COCCNC(=O)C1CCCN(C(=O)Cc2cccc3ccccc23)CC1 (stereo unspecified)
-5 | 3.0 | COC(=O)C1=C(C)N(Cc2ccc(Br)cc2)C(=S)NC1c1ccc(OC)cc1 (stereo unspecified)
-8 | 3.3 | COC(=O)[C@]12CCCCC=C1N(Cc1cccc3ccccc13)C(=O)[C@H](CC(=O)NCCCCc1ccccc1)C2
-3 | 0.0 | C=CCO[C@H]1CN(C(=O)OC)[C@@H](c2ccccc2Br)C[C@H]1OCC=C
-8 | 1.4 | CC(C)C[C@@H](CN1CCC[C@@H]1CN1C(=S)NC[C@@H]1Cc1ccc(O)cc1)N1C[C@H](Cc2ccc(O)cc2)N(CCc2ccccc2)C1=S
0 | 2.4 | COC(=O)c1cc2c(c3c4cc(F)ccc4n(S(=O)(=O)c4cccc(C)c4)c13)C(=O)N(C)C2
-5 | 1.3 | Cc1ccc(Cl)cc1-c1cc(C(=O)NCC2CCCCC2)[nH]n1
-1 | 3.0 | Cc1cccc(C)c1Cn1c(C)c(C(=O)NCc2ccccc2C(F)(F)F)sc1=O
-1 | 0.8 | CCOC(=O)C1(C)CCN1C(=O)c1ccc(F)c(Cl)c1 (stereo unspecified)
-2 | 1.5 | Cc1ccc(CN2C(=O)C(CC(C)C)Nc3ncnc(N4CCCCC4)c32)cc1 (stereo unspecified)
16 | -1.0 | c1coc(-c2nnc(-c3ccc4c(c3)OCO4)o2)c1
-1 | 2.0 | COc1cccc(C(O)c2nc(-c3cccc(CO)c3)cs2)c1 (stereo unspecified)
10 | 0.2 | c1coc(-c2nc3c4ccccc4ccn3c2Cc2ccsc2)c1
-1 | 1.8 | C[C@H]1CN([C@@H](C)CO)C(=O)c2c(c3ccccc3n2C)-c2ccccc2CO[C@H]1CN(C)C(=O)Nc1cccc(F)c1
1 | 1.7 | COc1c(C)cc(C(O)c2ncc(-c3cccc4ccccc34)[nH]2)cc1C (stereo unspecified)
-1 | 2.2 | NC(=O)c1cccc(-c2ccnc3c2CC(C(=O)Nc2cccc(C(F)(F)F)c2)O3)c1 (stereo unspecified)
-3 | 1.6 | CCC(c1nnnn1-c1c(C)cccc1C)N1CCN(CCN2CCOCC2)CC1 (stereo unspecified)
-13 | 4.5 | C=CCN=C1NC(c2ccccc2C(F)(F)F)C(C(=O)OC)=C(C)N1Cc1ccc(C(F)(F)F)cc1 (stereo unspecified)
0 | 2.7 | COCCNC(=O)C1CCCN(C(=O)c2ccc3sccc3c2)CC1 (stereo unspecified)
-4 | -3.0 | COc1cccc(C(C(=O)NCc2ccccc2)N2CCN(c3ccccc3F)CC2)c1OC (stereo unspecified)
-5 | -0.7 | CCCc1c(-c2ccc(Cl)cc2)ncn1CCc1ccccc1OC
-1 | 3.6 | CC[C@H](NC(=O)[C@H](Cc1ccccc1)NC(=O)[C@H]1O[C@@H](n2cnc3c(=O)[nH]c(N)nc32)[C@H](O)[C@@H]1O)c1ccccc1
-2 | 0.6 | CC1=C(C(=O)N(C(C)C)C(C)C)CC(CC(=O)NCc2cccc3ccccc23)C(=O)N1Cc1ccc(C(C)(C)C)cc1 (stereo unspecified)
0 | 2.4 | OCCN1CCN(c2nccn3ccnc23)CC1
-3 | -0.1 | CCCCCCN1CCN(C2CN(Cc3cn(Cc4ccc(C(F)(F)F)cc4)nn3)S(=O)(=O)C2)CC1 (stereo unspecified)
-3 | 2.3 | CCOC(=O)C1=CC[C@@H](c2ccc(F)cc2)N(S(=O)(=O)c2ccc(C)cc2)[C@H]1c1ccccc1
5 | -1.1 | CCc1cnc(Nc2nc(C(N)Cc3ccc(F)cc3)cs2)nc1 (stereo unspecified)

Looked up above.
In phage Ecoli inh, `CCOC(=O)N1CCN(C(=O)C[C@@H]2C[C@@]3(C(=O)OC)CCCCC=C3N(Cc3ccc4c(c3)OCO4)C2=O)CC1` is listed with 3.0
In Wnt bcat act, `CCN(CC)c1ccc(N=C2C=CC(=O)C=C2NC(C)=O)cc1` is listed with 13
In phage Ecoli inh, `Cc1cccc(C)c1Cn1c(C)c(C(=O)NCc2ccccc2C(F)(F)F)sc1=O` is listed with 3.0
In Wnt bcat act, `CC(C)(C)S(=O)N1C[C@@H]2CC(=O)C(c3ccccc3)=C2[C@H]1CCO` (stereo partly specified) is listed with -1
In Wnt bcat act, `COCCNC(=O)C1CCCN(C(=O)c2ccc3sccc3c2)CC1` (stereo unspecified) is listed with 0

The results go on:
Wnt bcat act | phage Ecoli inh | molecule
-3 | 1.6 | CNc1cccc(-c2ccc(N3CCN(C)CC3)nc2)n1
-2 | 2.9 | Nc1[nH]c(C(=O)c2ccccc2)c(-c2ccc(Cl)c(Cl)c2)c1C(=O)NCCc1c[nH]c2ccccc12
-3 | -1.6 | CO[C@@H]1CN(C)C(=O)c2cc(NC(=O)NC3CCCCC3)ccc2OC[C@@H](C)N(CCc2ccccc2)C[C@@H]1C
-1 | 3.6 | COC(=O)CCCn1cc(CN2CC(N(C)C)CS2(=O)=O)nn1 (stereo unspecified)
-1 | 3.0 | CC(C)Oc1cccc(NC(=O)C2(C)CCN2C(C)C)c1 (stereo unspecified)
-6 | 5.4 | CC1(Cc2ccc(C(F)(F)F)nc2)C(=O)Nc2cc(-c3ccccc3Cl)ccc21 (stereo unspecified)
-1 | 2.3 | O=C(CC[C@H]1O[C@@H](n2ccc(=O)[nH]c2=O)[C@H](O)[C@@H]1O)N1CCN(Cc2cccc3ccccc23)CC1
-8 | 0.2 | Cc1cccc(N2CCCn3c2nc2c3c(=O)n(CC(=O)OCc3ccccc3)c(=O)n2C)c1
-6 | 0.1 | COC(=O)[C@@]12C[C@@H](CC(=O)NCCCN3CCCC3=O)C(=O)N(Cc3cccc4ccccc34)C1=CCC(C)(C)C2
-2 | -0.1 | CC(=O)Nc1cccc(-c2cc(NC(C)=O)c3ncc(-c4cccc(C(F)(F)F)c4)n3c2)c1
0 | 2.7 | CCc1nc2ccc(C(=O)N3CCN(S(=O)(=O)CC)CC3)cn2c1N(C=O)CCC(C)C
-2 | 2.4 | COc1ccc(-c2nc3ccc(Cl)cn3c2Cc2ccccc2C(F)(F)F)cc1OC
-2 | 0.7 | CCCCNC(=O)C1(C)CCN1C(=O)c1cc(F)ccc1C (stereo unspecified)
-1 | -0.6 | Brc1ccc2nc(-c3ccccc3)c(Cc3ccccc3)n2c1
-5 | 3.8 | COCCNc1nc(Oc2ccc(NC(C)=O)cc2)c2sc(-c3ccccc3)cc2n1
0 | 2.1 | OC[C@@H]1CN(C2CCCC2)C[C@H](n2cnc3c(N4CCCC4)ncnc32)O1
